# High-throughput results: PubChem, NCI
# Growth percent in the NCI-60 one-dose screen (48 h, 10 µM unless noted): 100 = growth as untreated, 0 = no growth, -100 = all killed.
# HCT-116 = HCT-116 colon cancer. actives 7.3% (n = 82,000)
# HCC-2998 = HCC-2998 colon cancer; actives 4.7% (n = 79,000); AID 1794799
# SF-539 = SF-539 CNS cancer; AID 1794752; actives 6.8% (n = 81,000)
# U251 = U251 CNS tumor cells | actives 5.4% (n = 80,000) | AID 1794753
# SNB-19 = SNB-19 CNS cancer cells. AID 1794751. actives 2.5% (n = 81,000)
# SNB-75 = SNB-75 CNS cancer; actives 5% (n = 79,000)
# KM12 = KM12 colon cancer cells | actives 5% (n = 82,000) | AID 1794800
# SF-268 = SF-268 CNS cancer cells; AID 1794759; actives 3.1% (n = 82,000)
# SF-295 = SF-295 CNS cancer cells; AID 1794758; actives 5.6% (n = 79,000)
# Numbers without * were called inactive; · = no result given; & = joins results of further samples. Rule for the calls: active = growth percent below 10; inactive = the rest.
SMILES,HCT-116,HCC-2998,SF-539,U251,SNB-19,SNB-75,KM12,SF-268,SF-295
O=[N+]([O-])c1ccc(N/N=C/c2cccc3ccccc23)nc1,95.8,101.4,101.8,93.0,99.2,93.2,99.1,120.6,125.5
CNNC1=NS(=O)(=O)c2cnccc2N1c1cc(C)ccc1O,98.6,·,90.5,99.2,112.7,89.7,108.5,102.7,103.8
O=C1N(Cl)C2(c3ccccc3)N(Cl)C(=O)N(Cl)C2(c2ccccc2)N1Cl (centres undefined),99.9,118.7,93.7,101.4,105.9,85.0,106.5,106.8,100.9
NC1=NN(c2ccccc2)C(=O)/C1=C/c1ccc(Cl)cc1,100.4,109.4,110.8,98.1,96.9,105.3,103.2,102.5,112.8
O=C(OCCCCCCN1CCOCC1)C1(c2ccccc2)CCCCC1,81.1,99.1,95.1,89.0,109.0,73.6,97.7,102.6,108.0
O=C(Cn1ccnc1)Nc1ccc(-c2nc3ccccc3s2)cc1,68.2,94.9,81.3,71.9,76.5,88.8,84.4,81.1,65.5
Clc1ccc(-c2noc(Cn3cc(-c4ccccc4)nn3)n2)cc1,99.3,114.7,95.6,97.5,102.7,86.6,102.7,95.7,103.8
c1csc(-c2cnc3nonc3n2)c1,66.6,112.3,96.8,88.0,81.6,79.8,91.5,88.7,101.0
c1coc(CSc2ncnc3nc[nH]c23)c1,97.7,107.0,91.6,102.1,86.2,95.1,102.4,100.6,142.0
Cc1ccc(C2=CSc3ccccc3N2)cc1,96.9,107.1,105.6,98.5,·,81.7,102.4,107.2,100.7
CCCCc1oc2ccc([N+](=O)[O-])cc2c1C(=O)c1ccc(C#CC2CCCC2)cc1,79.4,92.6,102.8,97.0,100.7,104.4,95.4,92.3,100.9
CCOc1ccc2[nH]c(=S)sc2c1,104.8,97.9,106.5,106.5,103.1,92.0,115.9,102.9,111.2

# Entries listed so far containing nitrogen in an aromatic ring (seven):
SMILES,HCT-116,HCC-2998,SF-539,U251,SNB-19,SNB-75,KM12,SF-268,SF-295
O=[N+]([O-])c1ccc(N/N=C/c2cccc3ccccc23)nc1,95.8,101.4,101.8,93.0,99.2,93.2,99.1,120.6,125.5
CNNC1=NS(=O)(=O)c2cnccc2N1c1cc(C)ccc1O,98.6,·,90.5,99.2,112.7,89.7,108.5,102.7,103.8
O=C(Cn1ccnc1)Nc1ccc(-c2nc3ccccc3s2)cc1,68.2,94.9,81.3,71.9,76.5,88.8,84.4,81.1,65.5
Clc1ccc(-c2noc(Cn3cc(-c4ccccc4)nn3)n2)cc1,99.3,114.7,95.6,97.5,102.7,86.6,102.7,95.7,103.8
c1csc(-c2cnc3nonc3n2)c1,66.6,112.3,96.8,88.0,81.6,79.8,91.5,88.7,101.0
c1coc(CSc2ncnc3nc[nH]c23)c1,97.7,107.0,91.6,102.1,86.2,95.1,102.4,100.6,142.0
CCOc1ccc2[nH]c(=S)sc2c1,104.8,97.9,106.5,106.5,103.1,92.0,115.9,102.9,111.2

# (continued)
SMILES,HCT-116,HCC-2998,SF-539,U251,SNB-19,SNB-75,KM12,SF-268,SF-295
COc1cc(Cn2c(SCc3ccc(Cl)cc3)nc3ccccc3c2=S)cc(OC)c1OC,72.6,111.9,98.7,99.3,82.0,78.7,94.9,87.2,93.0
Cc1csc(/N=C(N)/N=C(\N)c2cnccn2)n1,105.2,112.2,107.4,101.8,97.7,104.3,104.3,102.7,104.9
NNC(=S)Nc1ccc(S(=O)(=O)Nc2ccc(Cl)nn2)cc1,103.1,95.6,99.6,109.8,96.5,92.0,105.2,99.1,101.9
CC(=O)c1c(F)ccc2ccccc12,97.2,102.0,103.6,107.3,109.7,80.2,114.3,109.9,·
O=C(Cn1c[n+](CC(=O)c2ccc([N+](=O)[O-])cc2)c2ccccc21)Nc1cccc2cccnc12,37.2,50.4,87.8,63.7,37.5,29.8,78.4,65.1,100.7
O=C=NC(c1ccccc1)(c1ccccc1)c1ccccc1,93.5,111.0,109.7,99.4,107.2,84.7,102.9,104.0,98.0
O=C(Nc1ccc([N+](=O)[O-])cc1NC(=O)c1ccccc1)c1ccccc1,80.8,102.5,90.5,100.5,115.8,85.6,105.9,103.9,104.5
O=C1CSC(c2ccccc2)Nc2n[nH]c(-c3ccccc3)c21 (centres undefined),96.3,106.2,·,100.8,101.0,90.9,107.0,107.4,97.2
CCOC(=O)c1c(NC(=O)c2cccc(C(F)(F)F)c2)sc2c1CCC(=O)/C2=C\N(C)C,67.1,101.5,84.3,49.2,63.7,·,81.0,73.0,86.4
Cc1cccc(/C=C/c2ccc(NC(=S)NCCCCN(C)C)cc2)c1,-45.1*,-92.7*,-86.4*,-64.8*,-84.0*,-84.4*,-48.6*,-52.4*,-95.6*
CCCC1(C=O)NC(=O)N(C)C1=O (centres undefined),95.4,100.9,96.4,102.1,108.1,95.9,96.7,103.0,107.6
CCOC(=O)c1c(C)nc2c(c(C)c(Cl)n2Cc2ccccc2)c1N,91.7,98.5,98.6,83.4,96.9,100.8,93.6,85.3,99.1
O=C(Cn1ncnn1)NCc1cc(-c2cccc(Cl)c2)no1,107.1,106.8,104.2,105.4,100.6,95.8,105.5,99.2,108.2
c1ccc2cc(Cn3c(-c4ccc5ccccc5c4)[n+](Cc4ccc5ccccc5c4)c4ccccc43)ccc2c1,-61.0*,-88.7*,-75.2*,-78.6*,-76.4*,-69.5*,-90.6*,-83.5*,-79.1*
Cn1c(=O)c2c(nc(OC3CCCCCC3)n2C)n(C)c1=O,107.5,111.7,·,101.9,95.6,90.1,94.3,98.1,98.9
Cc1[nH]c(/C=C/C(=O)c2ccc(C(F)(F)F)c(F)c2)c(C)c1C(=O)NCC(=O)NCC(F)(F)F,82.6&98.7,101.3&108.3,89.4&88.6,83.4&87.9,88.3&92.8,85.4&91.0,93.0&95.1,96.4&90.0,95.4&102.0
C=C1CCC2C3(C)COC(c4ccc(N(C)C)cc4)OC3CCC2(C)C1/C=C/C1=CCOC1=O (centres undefined),41.8,48.0,·,72.2,85.5,87.7,72.0,80.4,47.9
C=CCc1cc(C)ccc1NC(C(=O)NCC(=O)OC)c1ccccc1 (centres undefined),100.8,98.7,94.5,97.8,104.9,88.9,99.4,95.0,92.9
NC(N)=N/N=C/C(=N/N=C(N)N)c1ccccc1,107.7,110.1,102.9,106.1,101.1,69.9,109.6,109.1,93.1
S=c1[nH]c2ccc(Cl)cc2[nH]1,93.3,·,94.3,104.1,101.7,77.2,98.1,96.3,87.2
Cc1cccc(N2C(=O)C3C(C2=O)C2(c4ccccc4)C(=O)C3(c3ccccc3)C(c3ccc4c(c3)OCO4)=C2c2ccc3c(c2)OCO3)c1 (centres undefined),84.4,·,104.8,94.0,101.6,96.6,77.7,85.0,113.2
CCOc1cc(C(=O)Nc2ccc(Cl)cn2)cc(OCC)c1OCC,110.7,105.2,92.4,93.8,97.3,68.3,108.0,104.7,·
Nc1cc(Br)c(-c2nnc(CCC(=O)c3nc4ccccc4[nH]3)o2)c(Br)c1,53.3,78.0,93.9,68.2,85.5,58.9,69.0,88.2,66.3
C/C(=N\NC(=O)c1ccncc1)c1cccc(Cl)c1,103.0,103.3,103.7,106.7,·,86.5,110.1,109.4,145.9
CC(=O)OC(C)C(=O)OC(C)C(=O)OCCOCCCl (centres undefined),109.6,98.0,102.9,108.2,94.0,101.1,102.6,95.7,97.6
CC1=CC(=O)Nc2ncccc2O1,104.7,108.1,110.5,101.3,104.7,80.7,107.7,109.3,90.9
C/C(=N\Nc1ccc(C(=O)O)cc1)c1cnn(-c2cc(=O)[nH]c3ccc(Cl)cc23)c1C,100.0,126.9,98.9,105.2,95.5,94.4,104.6,106.9,102.1
COc1ccc(-c2nc(SCCC(C)C)nc(N(CCO)CCO)c2C#N)cc1,80.9,108.1,79.9,79.3,87.9,81.1,97.8,86.3,86.8
C/C(=N\NC(=O)c1ccccc1N)c1ccccc1O,7.7*,67.5,32.5,·,56.6,83.0,46.3,39.3,12.8
C=CCS(C)(=O)=O,94.0,108.2,96.3,90.4,100.9,94.1,88.3,103.2,93.8
Nc1ccc2ncc3c(=O)[nH][nH]c3c2c1,95.7,107.7,97.5,101.0,105.2,95.3,103.5,100.3,108.6
CCCCC1COc2cccc3c(SCC(=O)N(C)c4ccc(C(F)(F)F)cc4)cc[n+]1c23 (centres undefined),104.1,117.2,101.4,103.6,97.2,110.8,105.6,121.3,99.0
CO[C@H](C(=O)[C@@H](O)[C@@H](C)O)[C@@H]1Cc2cc3cc(O[C@H]4C[C@@H](O[C@H]5C[C@@H](O)[C@H](O)C(C)O5)[C@H](O)C(C)O4)c(C)c(O)c3c(O)c2C(=O)[C@H]1O[C@H]1C[C@@H](O[C@H]2C[C@@H](O[C@H]3C[C@@H](OC)[C@H](O)C(C)O3)[C@@H](O)C(C)O2)C(O)(O)C(C)O1 (some centres undefined),6.1*,-13.7*,-0.4*,9.8*,11.8,-41.6*,9.7*,26.3,12.4
Cn1c(=O)[nH]c2nc(SCC(=O)Nc3ccc(C(=O)/C=C/c4cccc([N+](=O)[O-])c4)cc3)[nH]c2c1=O,103.7,108.1,98.4,90.6,96.5,91.0,88.4,101.5,98.9
CN(CC(=O)N(Cc1ccc(C2CCCCC2)cc1)c1ccc(C(=O)NO)cc1)S(=O)(=O)c1c(F)c(F)c(F)c(F)c1F,75.6,84.2,92.7,48.8,·,84.5,99.4,87.0,108.0
Cc1ccccc1C(c1ccccc1)c1ccccc1C,73.2,100.9,105.8,99.3,98.7,79.5,98.2,99.7,97.7
CC(=O)c1cc2c(N)c(C(=O)Nc3ccnc4ccccc34)sc2nc1C,97.8,118.1,97.3,105.5,97.7,109.2,97.7,101.6,103.1
COc1cccc(/C=C2\SC(=Nc3ccc(NC(C)=O)cc3)NC2=O)c1OC,98.0,101.2,94.4,93.1,97.7,67.5,89.4,99.0,81.3
Cc1ccc(Oc2nc3sc4cccc(Cl)c4n3c(=N)c2C#N)cc1,100.4,100.9,105.2,103.1,103.6,110.9,102.9,106.3,109.8
COc1ccc(N2C(=O)CC(Nc3ccc(F)cc3)C2=O)c([N+](=O)[O-])c1 (centres undefined),88.2,114.6,105.6,97.2,97.9,·,96.2,·,84.4
CC(C)C(=O)CCCN1C(=O)c2ccccc2C1=O,·,91.3,115.1,102.1,92.7,102.2,103.8,97.9,90.1
Nc1ccccc1C(=O)Nc1ccccc1,54.9,107.7,100.3,85.3,82.6,95.0,30.0,57.9,98.0
CCOC(=O)C1=C(N)N(c2ccccc2)C2=C(C(=O)CC(C)(C)C2)C1c1ccc(OC)cc1 (centres undefined),85.6,100.8,96.5,94.2,86.2,90.9,97.5,108.6,99.0
COc1ccc(Nc2nc(N)n(S(=O)(=O)c3ccc(F)cc3)n2)cc1,88.7,100.5,102.5,97.4,97.4,91.0,87.8,99.0,88.6
CC1=C(C(=O)OCc2ccccc2)C(c2cccc3ccccc23)n2c(nc3ccccc32)N1 (centres undefined),17.7,57.0,11.8,24.9,40.9,-15.1*,19.1,44.9,10.5
CCc1c(C)c2ccc(O)c(NC(=O)Nc3cccc(Cl)c3)c2oc1=O,73.0,95.1,100.5,68.8,86.9,85.4,62.7,88.9,54.9
COc1ccc(/C=N/C2=C(C#N)C(c3ccccc3Cl)c3ccc4ccccc4c3O2)cc1 (centres undefined),91.0,104.4,92.7,98.0,91.6,71.1,96.6,83.7,107.2
CC1=CC(=O)C2=C(C)CC[C@@H]3[C@H](OC(=O)[C@@H]3C)[C@@H]12,98.7,98.7,103.6,99.3,95.6,83.6,99.0,100.5,102.3
O=C1CSc2ccccc2N1,110.8,99.6,128.6,96.7,96.3,76.2,108.7,103.8,109.9
CCCCOC(=O)N1CCN(c2ccccc2)CC1,108.1,110.4,95.4,108.2,96.5,132.8,109.4,105.0,105.5
O=C1CCCc2cc3c(cc21)CCCC3,101.0,·,95.7,101.2,108.9,101.6,107.9,104.4,109.7
CCOC(=O)C1CCCCC1,92.1,105.4,96.6,99.7,99.5,90.4,98.5,97.4,100.8
CCN(CC)CCOC(=O)c1ccc(NC(=O)COc2ccc3ccccc3c2)cc1,90.2,90.6,105.1,98.9,102.4,86.3,106.1,109.8,136.9
C=CCOC(=O)Nc1cccc(Cl)c1,84.0,102.1,104.9,86.3,100.1,82.8,102.6,97.7,95.9
CN1CCc2c(sc3ncnc(N/N=C/c4c(F)cccc4Cl)c23)C1,24.8,65.7,90.8,87.5,92.6,56.9,94.5,70.1,91.0
C#CCC1(c2cc3ccccc3s2)NS(=O)(=O)c2ccccc21 (centres undefined),79.1,100.6,92.4,107.6,106.6,109.4,107.7,101.7,98.0
O=C(Nc1ccncc1)C(=O)c1cn(S(=O)(=O)c2ccc(F)cc2)c2ccccc12,11.6,61.6,16.2,19.4,67.2,45.0,18.1,47.9,61.3
O=C(NNC(=O)c1cccc2ccccc12)c1cccc(Br)c1,97.4,99.2,114.4,103.9,96.6,106.1,105.4,107.8,131.0
CCOC(=O)N1CCN(CCOc2c(C3CCCCC3)cc(Cl)cc2[N+](=O)[O-])CC1,55.7,97.4,98.3,80.0,90.4,94.4,80.3,88.9,93.3
FC(F)(F)c1ccc2c(Nc3cccc(C4CC(c5ccc(Cl)cc5)=NN4c4ccc(Cl)cc4)c3)ccnc2c1 (centres undefined),85.5,92.2,105.2,89.8,99.1,93.1,83.9,82.1,92.1
OCc1cnc(C2OCCO2)s1,105.8,98.6,95.7,105.2,100.6,96.9,95.2,99.7,98.5
Cc1ccc(Sc2nnc(/N=C3\C(=O)Nc4ccccc43)s2)cc1,103.8,115.6,101.1,97.4,100.8,87.5,98.1,98.9,104.8
